From PubChem BioAssay
KCNQ2 block – KCNQ2 potassium channel inhibitors, primary screen, cell-based, CHO-K1, FluxOR thallium flux, B-score (AID 2156); Potassium voltage-gated channel subfamily KQT member 2 (Rattus norvegicus), O88943; 20 min; active compounds read low; B-score at 10 µM; hit rate 1.1% among 310,000;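 active = fluorescence ratio B-score at most minus 3 library SDs, with starting brightness B-score within 2 library SDs, cut at about -5.5 in these data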
Kir21 inh – inhibitors of mouse Kir2.1 inward-rectifier potassium channel | B-score at 10 µM | AID 1672, 2009 | Inward rectifier potassium channel 2 (Mus musculus), P35561 | HEK293-Kir2.1, FluxOR thallium flux fluorescence; active compounds read low | hit rate 0.85% among 310,000;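 active = fluorescence ratio B-score at or below minus 3 SD of library scores, with starting-brightness B-score within 2 SD, cut at about -4.2 in these data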;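 also: channel flux triggered by added potassium and thallium sulfate stimulus; B-score of peak minus minimum fluorescence over baseline after thallium stimulus; more negative B-score means stronger Kir2.1 block with less thallium influx; some compounds called inactive have numbers as strong as hits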
Target sequence (P35561 whole entry, looked up): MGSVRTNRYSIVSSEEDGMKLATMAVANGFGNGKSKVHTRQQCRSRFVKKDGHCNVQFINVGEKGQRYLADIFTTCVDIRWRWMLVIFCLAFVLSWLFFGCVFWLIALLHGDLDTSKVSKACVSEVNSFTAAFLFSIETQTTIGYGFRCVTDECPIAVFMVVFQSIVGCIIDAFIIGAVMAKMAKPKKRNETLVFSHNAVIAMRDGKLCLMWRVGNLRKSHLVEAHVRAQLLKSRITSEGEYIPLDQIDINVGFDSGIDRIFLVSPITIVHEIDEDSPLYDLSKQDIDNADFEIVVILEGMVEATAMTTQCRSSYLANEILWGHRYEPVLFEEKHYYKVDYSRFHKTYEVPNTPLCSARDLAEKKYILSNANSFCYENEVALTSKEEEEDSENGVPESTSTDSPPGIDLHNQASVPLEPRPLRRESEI
Active calls of the source: *; i = inactive. The order is random (roughly 1.9% active in at least one column).

KCNQ2 block | Kir21 inh | SMILES
i | -2.4 | Cc1ccc(N(Cc2ccc([N+](=O)[O-])cc2)C(=O)c2ccco2)cc1
i | -0.86 | O=c1[nH]c2ccc(Cl)cc2c(-c2ccccc2)c1N1CCN(CCO)CC1
i | -0.53 | CC(C)(C)C(=O)O/N=C(\N)Cc1ccc(-c2csnn2)cc1
i | -1.4 | O=S(=O)(CC(O)COc1ccc(Br)cc1)c1ccccc1 (stereo unspecified)
i | -0.06 | Cc1ccccc1OCC(=O)NNC(=S)NC(=O)c1ccccc1[N+](=O)[O-]
i | -0.1 | O=S(=O)(Nc1ccc(N2CCCCC2)cc1)c1ccc(F)cc1
i | 0.26 | O=C1C2CCCN2c2ccc(S(=O)(=O)N3CCOCC3)cc2N1Cc1cccc(C(F)(F)F)c1 (stereo unspecified)
i | -1.5 | O=C(O)c1cccc(-n2cccc2/C=C2/NC(=O)N(Cc3ccccc3F)C2=O)c1
i | 0.04 | COC(=O)Cc1ccc(N(Cc2ccccc2F)S(=O)(=O)c2ccc(Br)cc2)cc1
i | -1.1 | CCc1ccc(N(CC(=O)NC2CCCC2)C(=O)CCC(=O)Nc2ccccn2)cc1
-6.2* | -0.71 | Cc1sc2ncnc(N3CCC(C(=O)N(CC(C)C)c4nc5ccccc5s4)CC3)c2c1C
i | 0.31 | CCOc1ccc2c(c1)sc(=NC(=O)C1CC1)n2C
i | 0.63 | COC(=O)c1c(NC(=O)C2CCCCC2C(=O)O)sc2c1CCCCC2 (stereo unspecified)
i | 0.38 | O=C(NCc1ccco1)/C(=C\C=C\c1ccccc1)NC(=O)c1ccccc1Br
i | -1 | CCOC(=O)C1CCN(C(=O)c2ccccc2NS(=O)(=O)c2cc(C)ccc2C)CC1
i | -0.05 | CN1CCc2c(OCC(=O)N3N=C(c4cccs4)CC3c3ccc(F)cc3)cccc2C1=O (stereo unspecified)
i | -0.81 | Cc1oc2cc(O)ccc2c(=O)c1Oc1ccccc1
i | 0.72 | Brc1ccc(-c2csc(N3CCOCC3)n2)cc1
i | 0.02 | O=C(O)CSCC(=O)NCc1ccc(Cl)cc1
i | 0.01 | COc1ccc(Cn2c(CO)cnc2SCC(=O)Nc2cccc(NC(C)=O)c2)cc1
i | 0.24 | COc1ccc(Oc2nccc(-c3ccc(Cl)cc3)n2)cc1
i | -0.21 | N#CCCN(C(=O)COC(=O)Cc1c[nH]c2ccccc12)c1ccccc1
i | 0.01 | CC(C)CC(NC(=O)C1CCCCC1)C(=O)NCc1ccccn1 (stereo unspecified)
i | -0.72 | COc1ccc2oc(=O)c(C(=O)NCc3ccc(C)cc3)cc2c1
i | -1.1 | c1ccc(OCc2nnc3sc(-c4cccs4)nn23)cc1
i | -0.98 | CCC(C)[C@H](NC(=O)NCc1ccc(Cl)cc1)C(=O)O (stereo partly specified)
i | -0.37 | N#CC1(c2ccccc2)CCN(S(=O)(=O)c2ccc(OC(F)(F)F)cc2)CC1
i | 0.07 | CCCn1c(=O)c2c(C(=O)OCC)cc(-c3ccco3)nc2n(CCC)c1=O
i | 0.61 | COc1ccc(C(C)NC(=O)Cc2cccs2)cc1 (stereo unspecified)
i | -0.31 | CC(=O)Oc1ccc(N2C(=O)C3C4C=CC(CC4)C3C2=O)cc1[N+](=O)[O-] (stereo unspecified)

In another format: results already given.
SMILES	KCNQ2 block	Kir21 inh
COc1ccc2oc(=O)c(C(=O)NCc3ccc(C)cc3)cc2c1	i	-0.72
c1ccc(OCc2nnc3sc(-c4cccs4)nn23)cc1	i	-1.1

Next section:
KCNQ2 block | Kir21 inh | SMILES
i | -2.1 | O=C(/C=C/c1ccccc1)OCc1cnc(Cl)s1
i | 2.1 | O=C(NC(=S)Nc1ccccc1N1CCCC1)c1ccc(F)cc1
i | 0 | O=C(NC1CCCCC1)c1ccc(COc2ccccc2)o1
i | 0 | Cc1ccc(-n2c(=O)c3sccc3n(Cc3cc(=O)n4ccccc4n3)c2=O)cc1F
i | -0.12 | O=C1CCCN1c1ccc(S(=O)(=O)NCCc2ccc(Cl)cc2)cc1
i | -1.1 | COC(=O)C(Cc1c[nH]c2ccccc12)NC(=O)C(C)C (stereo unspecified)
i | 0.34 | O=C(Nc1cccc(C(F)(F)F)c1)Oc1ccc(Cl)c2cccnc12
i | 0.19 | c1ccc(OCc2nn3c(-c4cccnc4)nnc3s2)cc1
i | -0.53 | CC(C)[C@H](NC(=O)c1ccccc1Cl)C(=O)OCC(=O)NC(=O)NC1CCCC1
i | 1.1 | COc1ccc2oc(C(=O)Nc3nc(-c4ccccn4)cs3)c(C)c2c1
i | -0.02 | CC12CCC(C(=O)N(CC(O)CN3CCCCCC3)C1=O)C2(C)C (stereo unspecified)
i | 0.12 | COC(=O)c1ccc(NC(=O)CCS(=O)(=O)c2ccc(Br)s2)cc1
i | 1.2 | C/C(=N\N=C(/N)SC1CC(=O)N(c2ccc(Cl)cc2)C1=O)c1cccs1 (stereo unspecified)
i | -0.13 | O=C(CSc1c[nH]c2ccccc12)NCc1ccc2c(c1)OCO2
i | 0.1 | CCC(C(=O)NC1CCCC1)N(C(=O)c1snc(C(N)=O)c1N)c1ccc(OC)c(OC)c1 (stereo unspecified)
i | 0.63 | CCOc1cc(NC(=O)c2cccs2)c(OCC)cc1NC(=O)CCC(=O)NCC1CCCO1 (stereo unspecified)
i | 1 | CCOC(=O)C1C(c2ccc([N+](=O)[O-])cc2)C2C(=O)NN=C2CC1(C)O (stereo unspecified)
i | -0.57 | Cc1ccc(C)c(OCCC(=O)NNC(=O)c2ccncc2)c1
i | 0.5 | N#Cc1ccccc1OCC(=O)OCCCOC(=O)COc1ccccc1C#N
i | -0.37 | COC(=O)c1c(C)[nH]c(C(=O)/C=C/c2ccccc2F)c1C
i | 2.2 | COC(=O)[C@@H](NC(=O)Nc1ccc(OC)cc1)C(C)C
i | -0.78 | Cc1cc(C)c(NS(=O)(=O)c2ccc3c(c2)n(C)c(=O)n3C)c(C)c1
i | 1.7 | O=C(CSc1nnnn1-c1ccc(O)cc1)Nc1ccc(N2CCOCC2)c(Cl)c1
i | -0.25 | NC(=O)[C@H]1CC2(CC(c3cccc(NC(=O)[C@H]4CCC(=O)N4)c3)=NO2)CN1C(=O)c1cc([N+](=O)[O-])cc([N+](=O)[O-])c1 (stereo partly specified)
i | 0.3 | COc1ccc(NC(=O)CN2CCN(c3ccccc3F)CC2)cc1
i | -0.33 | Cc1cc(C(=O)N/N=C/C(Cl)=C/c2ccccc2)c(C)o1
i | 0.15 | O=C(NCCCN1CCN(c2ccccc2F)CC1)C1CCCN(S(=O)(=O)c2cnc[nH]2)C1 (stereo unspecified)
i | 0.17 | Cc1ccc(NC(=O)CCNC(=O)c2ccc([N+](=O)[O-])cc2)cc1C
-16* | -7.2* | O=[N+]([O-])c1c(Nc2ccccc2O)cc(Cl)c2nonc12
i | -0.8 | O=C(Nc1ccc(C(=O)N2CCOCC2)cc1)c1ccccc1[N+](=O)[O-]
i | -0.07 | O=C1NC(=O)/C(=C/c2ccccc2Oc2ccc(Cl)cc2)S1
i | -0.76 | CC(=O)Oc1ccc2nc(/C=C/c3ccc(C=O)cc3)oc(=O)c2c1
i | 0.84 | O=C(NCc1nc2ccccc2[nH]1)C1=C[C@H](c2csc3ccccc23)C[C@H](OCc2ccc(CO)cc2)O1
i | -0.45 | CC(/C=C/c1ccccc1)=N\Nc1ccccc1[N+](=O)[O-]
i | 0.24 | C=CCOc1cccc(/C=N/NC(=O)C(OC)c2ccccc2)c1 (stereo unspecified)
i | 0.94 | COC(=O)c1ccc(SCC(=O)NC2CCCCC2)c([N+](=O)[O-])c1
i | 0.32 | N=C1/C(=C/c2ccc(OCc3ccccc3F)cc2)C(=O)N=C2SC(CC(=O)N3CCOCC3)=NN12
i | -0.05 | Cc1cccc(CSc2nnc(C)c(=O)n2N)c1
i | 1.1 | O=C(N/N=C/c1sc(N2CCOCC2)nc1-c1ccccc1)c1ccccc1O
i | 1.1 | O=[N+]([O-])c1ccccc1S(=O)(=O)Nc1cccc(-c2ccc(N3CCCC3)nn2)c1
i | -0.23 | COc1cc(/C=C/C(=O)NNc2c(F)c(F)cc(F)c2F)ccc1OC(F)F
i | -0.04 | NC(=O)N/N=C/c1cc(Br)ccc1OC(=O)c1ccccc1
i | 0.35 | CC(=O)N1CCCc2cc(S(=O)(=O)N3CCCC(C(=O)N4CCN(c5cccc(Cl)c5)CC4)C3)ccc21 (stereo unspecified)
i | 2.3 | Cc1ccc(-c2cc(C(=O)Nc3cc(C)on3)no2)cc1
i | 0.09 | COCCSc1ncnc2c1oc1nc3c(cc12)COC(C)(C)C3
i | 0.02 | Cc1nc(C)c(C(=O)N/N=C/c2cn(C)c3ccccc23)s1
i | -1.7 | COCCN(C(=O)c1csnn1)C(C(=O)NC1CCCCC1)c1sccc1C (stereo unspecified)
i | -0.3 | O=C1/C(=C\Nc2ccc(OC(F)(F)F)cc2)CCN1c1ncccn1
i | -1.2 | CC(C)(CC(=O)O)CC(=O)NCc1c(Cl)cccc1Sc1ccc(Cl)cc1
i | 1.6 | O=S(Cc1cc(Oc2ccccc2)nc(-c2ccccc2)n1)c1ccccc1 (stereo unspecified)
i | 1.4 | CC1CCN(C(=O)COC(=O)c2ccc3c(c2)OCO3)CC1
i | 2.1 | Nc1nc(-c2ccc3c(c2)OCCO3)cs1
i | -1.2 | CC(=O)Nc1ccc(/C(C)=N/NC(=O)c2ccncc2)cc1
i | -0.88 | Cc1nn(CCc2n[nH]c(=S)n2C)c(C)c1Br
i | 0.04 | CCOc1ccc(-c2ncncc2-c2ccc(OC)cc2)c(O)c1
i | 0.44 | COc1ccccc1CNC(=O)CSc1nn2c(=O)c(C(C)(C)C)nnc2s1
i | 0.88 | COc1cc(-c2nnc(NC(=O)c3ccco3)o2)cc(OC)c1OC
i | 1.1 | CNC(=O)c1snnc1-c1ccccc1
i | -0.09 | CCCCNc1nc2ccccc2n1CC(=O)N1CCc2ccccc2C1
i | -0.79 | N#Cc1c(NC(=O)CN2CCOCC2)oc(-c2ccccc2)c1-c1ccccc1

Grouped by structure: the entries above containing a thiophene ring, fused or not.
KCNQ2 block | Kir21 inh | SMILES
-6.2* | -0.71 | Cc1sc2ncnc(N3CCC(C(=O)N(CC(C)C)c4nc5ccccc5s4)CC3)c2c1C
i | 0.63 | COC(=O)c1c(NC(=O)C2CCCCC2C(=O)O)sc2c1CCCCC2 (stereo unspecified)
i | -0.05 | CN1CCc2c(OCC(=O)N3N=C(c4cccs4)CC3c3ccc(F)cc3)cccc2C1=O (stereo unspecified)
i | -1.1 | c1ccc(OCc2nnc3sc(-c4cccs4)nn23)cc1
i | 0.61 | COc1ccc(C(C)NC(=O)Cc2cccs2)cc1 (stereo unspecified)
i | 0 | Cc1ccc(-n2c(=O)c3sccc3n(Cc3cc(=O)n4ccccc4n3)c2=O)cc1F
i | 0.12 | COC(=O)c1ccc(NC(=O)CCS(=O)(=O)c2ccc(Br)s2)cc1
i | 1.2 | C/C(=N\N=C(/N)SC1CC(=O)N(c2ccc(Cl)cc2)C1=O)c1cccs1 (stereo unspecified)
i | 0.63 | CCOc1cc(NC(=O)c2cccs2)c(OCC)cc1NC(=O)CCC(=O)NCC1CCCO1 (stereo unspecified)
i | 0.84 | O=C(NCc1nc2ccccc2[nH]1)C1=C[C@H](c2csc3ccccc23)C[C@H](OCc2ccc(CO)cc2)O1
i | -1.7 | COCCN(C(=O)c1csnn1)C(C(=O)NC1CCCCC1)c1sccc1C (stereo unspecified)

(further entries)
KCNQ2 block | Kir21 inh | SMILES
i | 0.18 | Cc1cc(C)c(S(=O)(=O)N2CCOC2CNC(=O)C(=O)NCCc2c[nH]c3ccccc23)c(C)c1 (stereo unspecified)
i | 3.8 | COc1ccc(C2CC(=O)C=C(O)C2)cc1 (stereo unspecified)
i | -1.3 | COc1ccccc1NC(=O)NNC(=O)CCN1CCOCC1
i | -0.25 | NS(=O)(=O)c1ccc(CNC(=O)CCCSc2ccccc2)cc1
i | -4 | Cn1nc(-c2ccc(Cl)cc2)c2cc(C(=O)NCCCN3CCCC3)sc21
i | 2.2 | NS(=O)(=O)c1ccc(Nc2c([N+](=O)[O-])cncc2[N+](=O)[O-])cc1
i | 0.77 | CCOc1ccc(S(=O)(=O)NCCC(=O)Nc2ncccc2C)cc1
i | -1.1 | CCOc1ccc(NC(=O)CSc2nnc(-c3cc(C)[nH]n3)n2N)cc1
i | 0.6 | NC(=O)Oc1cccc(OC(N)=O)c1
i | 0.29 | O=C1OC(Nc2nc3ccccc3s2)c2ccccc21 (stereo unspecified)
i | 0.67 | Cc1cc(C)cc(N(CC(=O)Nc2ccc(-c3nc4ccc(C)cc4s3)cc2)S(C)(=O)=O)c1
i | -1.2 | CCOC(=O)C1=NNC(C(=O)c2ccc(Cl)cc2)C1c1ccccc1 (stereo unspecified)
i | -2.5 | CCCCOc1nc(N2CCOCC2)nc(C)c1[N+](=O)[O-]
i | -1.4 | O=C1COc2ccc(C(=O)COC(=O)CCSc3ccccc3)cc2N1
i | -0.54 | CCCCCNC(=O)C1CCC(Cn2c(=S)[nH]c3ccccc3c2=O)CC1 (stereo unspecified)
i | -0.15 | C/C(Cn1nnc2ccccc21)=N\OC(=O)c1ccccc1C
i | 2 | CC(C)(C)C(=O)COC(=O)c1cccc(NC(=O)c2ccco2)c1
i | 1.1 | O=C(CCc1nc2ccccc2c(=O)[nH]1)N1CCN(C/C=C/c2ccccc2)CC1
i | -0.1 | O=C(O)C1CCN(C(=O)c2csc(-c3ccc4c(c3)CCO4)n2)CC1
i | -0.55 | Cc1ccc(/C=C2\SC(N)=NC2=O)s1
i | 1.1 | COc1cc(C2c3c([nH]c(=O)[nH]c3=O)Nc3ccc4ccccc4c32)ccc1O (stereo unspecified)
i | -1.3 | Cn1c(SCC(=O)NCC2CCCO2)nnc1-c1cccc(NC(=O)c2ccccc2F)c1 (stereo unspecified)
i | -2 | CN1CCN(C(=O)c2ccc3c(=O)n(Cc4ccco4)c(=S)[nH]c3c2)CC1
i | -0.5 | Cc1cc(C[n+]2ncsc2N)c2ncccc2c1
